APJ ag – activates the human apelin receptor APJ; CHO-K1 APJ PathHunter beta-arrestin, luminescence; 0% DMSO wells, 100% apelin; 0.11% of 330,000 active; activation, % at 20 µM; AID 2520; P35414;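 active = activation more than six SD over the plate average, tested at 20 µM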;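 also: 0% = DMSO alone and 100% = apelin-13 at 10 nM; some results filed as inactive read as strong as hits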
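Assay system: engineered CHO-K1 APJ arrestin reporter cells; Amount: 1000 CHO-K1 reporter cells seeded per well; Dosing: one dose, 20 µM compound, 1% DMSO; Times: compound stimulation 90 min at 25 °C, detection 60 min; Measured by: luminescent beta-gal fragment complementation, chemiluminescent substrate; Read-out: APJ–arrestin association signal; Controls: DMSO vs Apelin-13 10 nM.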
CXCR6 block – CXCR6 (human) receptor inhibition; 0.36% of 360,000 active; AID 602244; CHO-K1 PathHunter CXCR6 beta-arrestin, luminescence; inhibition, % at 20 µM; in the data active = inhibition above about 34%, passing the limit was not always enough;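 also: antagonist mode with CXCL16 agonist at 10 nM final; 0% = 10 nM CXCL16 with DMSO and 100% = unstimulated wells without agonist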
Target sequence (O00574 whole entry, looked up): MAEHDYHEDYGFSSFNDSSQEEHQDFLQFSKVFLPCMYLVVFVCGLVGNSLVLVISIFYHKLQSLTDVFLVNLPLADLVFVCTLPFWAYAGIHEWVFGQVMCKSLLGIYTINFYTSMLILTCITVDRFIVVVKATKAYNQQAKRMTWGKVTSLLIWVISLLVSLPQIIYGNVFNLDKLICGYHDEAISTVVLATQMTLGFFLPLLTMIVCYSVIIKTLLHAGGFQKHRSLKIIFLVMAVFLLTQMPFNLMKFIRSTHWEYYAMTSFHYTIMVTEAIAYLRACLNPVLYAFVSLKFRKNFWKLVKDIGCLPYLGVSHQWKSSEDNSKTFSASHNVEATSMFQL
ATG4B inhibitor – blocks human ATG4B protease cleavage of LC3 substrate; Q9Y4P1; ATG4B cleavage of LC3-PLA2, NBD-HPC fluorescence, 1 h; inhibition, % at 8.33 µM; 0.51% of 340,000 active; AID 504462; in the data active = inhibition above about 40%
Target sequence (Q9Y4P1 whole entry, looked up): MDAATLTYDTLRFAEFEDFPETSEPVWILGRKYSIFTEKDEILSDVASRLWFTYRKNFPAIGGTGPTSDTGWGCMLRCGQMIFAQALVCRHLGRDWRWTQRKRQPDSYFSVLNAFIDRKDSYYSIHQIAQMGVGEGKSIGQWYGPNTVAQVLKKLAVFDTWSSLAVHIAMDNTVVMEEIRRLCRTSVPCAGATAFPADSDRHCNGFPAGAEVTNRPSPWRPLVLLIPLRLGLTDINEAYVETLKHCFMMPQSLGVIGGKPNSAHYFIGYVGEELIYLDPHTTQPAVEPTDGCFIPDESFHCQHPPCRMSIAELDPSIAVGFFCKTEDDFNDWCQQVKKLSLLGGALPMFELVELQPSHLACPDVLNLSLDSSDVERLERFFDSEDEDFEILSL
APJ antag – blocks the human apelin receptor APJ | 0.32% of 330,000 active | inhibition, % at 20 µM | CHO-K1 APJ beta-arrestin complementation, luminescence;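 active = inhibition above about 40% at 20 µM, limit read from the data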;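 also: cells challenged with 10 nM apelin-13 agonist together with compound; plate controls were apelin-13 plus DMSO wells for no effect and DMSO wells lacking apelin-13 for full effect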
CCR6 antagonist – antagonists of human CCR6 receptor. 0.49% of 340,000 active. AID 493098. inhibition, % at 20 µM. CHO-K1 CCR6 PathHunter beta-arrestin, luminescence, CCL20-stimulated;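 active = compounds whose inhibition of the agonist-driven luminescence signal at 20 µM reaches about 50%, limit read from the data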;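 also: cells stimulated with CCL20 at 14 nM final; plate controls were DMSO with CCL20 for no effect and DMSO without agonist for full effect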
EBI2 block – EBI2 (human) antagonism. P32249. EBI2 beta-arrestin recruitment, luminescence, 7a,25-OHC stimulated. inhibition, % at 5 µM. 0.81% of 360,000 active; in the data active = inhibition above about 38%;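 also: enzyme fragment complementation signal reports receptor beta-arrestin coupling in cells; 0% = agonist plus DMSO wells and 100% = wells without agonist; some results beyond the cut were filed as inactive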
Gli-Sufu block – Gli-Sufu pathway antagonism. Sufu-KO-LIGHT fibroblasts, Gli luciferase reporter luminescence. inhibition, % at 5 µM. 0.74% of 340,000 active;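 active = inhibition above about 55%, limit read from the data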;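 also: 0% = DMSO-treated cells and 100% = wells with medium but no cells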
UBC13 polyUb – blocks human UBC13 polyubiquitin chain formation; inhibition, % at 20 µM; 0.47% of 330,000 active; TR-FRET; P61088; in the data active = inhibition above about 45%, passing the limit was not always enough
Target sequence (P61088 whole entry, looked up): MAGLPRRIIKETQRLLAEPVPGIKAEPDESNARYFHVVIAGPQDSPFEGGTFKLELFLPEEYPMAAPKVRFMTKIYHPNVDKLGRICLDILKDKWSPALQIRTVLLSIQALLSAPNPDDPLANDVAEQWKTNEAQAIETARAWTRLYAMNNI
Numbers without * were called inactive; . = not tested or not shown.

SMILES | APJ ag | CXCR6 block | ATG4B inhibitor | APJ antag | CCR6 antagonist | EBI2 block | Gli-Sufu block | UBC13 polyUb
COC(=O)c1ccc(/C=C/C(=O)OCC(=O)c2ccc[nH]2)cc1 | -4 | 9 | -2 | 5 | 3 | -7 | -6 | 1
CCN(CC)S(=O)(=O)c1ccc(Cl)c(C(=O)OCC(=O)c2c(N)n(C)c(=O)n(C)c2=O)c1 | 5 | 1 | -12 | -11 | 11 | 2 | 2 | 8
O=S1(=O)CCC(NC(=S)SCCOc2ccccc2)C1 (centres undefined) | -3 | 16 | 0 | 29 | 39 | 18 | -8 | -6
O=C(CN1CCN(Cc2ccccc2)CC1)N/N=C/c1ccccc1F | -1 | 8 | -4 | 4 | 9 | 20 | 9 | 8
O=C(CSc1ncnc2c1nnn2Cc1ccc(F)cc1)NC1CCCC1 | -2 | 1 | -5 | 23 | 7 | 10 | -1 | -9
C/C(=N\OCC(=O)NC12CC3CC(CC(C3)C1)C2)c1cc2ccccc2o1 | -4 | 1 | -10 | -2 | 27 | 16 | -3 | -2
Cc1ccc2c(c1)N(C(=O)CCC(=O)NCCN1CCOCC1)CCO2 | -2 | -7 | -10 | 6 | 0 | -12 | 29 | -6
CCCN1CCN(CCCNC(=O)C2CCN(c3nnc(-n4cccc4)s3)CC2)CC1 | -3 | -5 | 3 | -5 | -14 | -7 | 2 | 12
COc1ccc(S(=O)(=O)N(C)C)cc1NC(=O)CSc1nnc(-c2cccnc2)o1 | -1 | 3 | -6 | 4 | 11 | 3 | 25 | -1
CCOC(=O)c1c(CN2CCC(C)CC2)oc2ccc(OC)cc12 | -3 | 4 | 7 | 20 | 9 | 13 | 12 | 6
O=C(Nc1ccc(-c2csc(-c3ccccc3)n2)cc1)c1ccccc1Cl | 5 | 5 | 11 | -15 | -4 | 9 | -8 | -4
C[C@H]([C@H](O)c1ccccc1)N(C)C(=O)CN | 9 | 0 | 1 | 6 | -14 | -1 | -5 | -3
O=C(NCC1CCCO1)c1cc(-c2ccco2)nc2ccccc12 (centres undefined) | -5 | -7 | -13 | 3 | 3 | -3 | -8 | 19
COC(CNC(=O)c1cn(C)c2ccc(S(=O)(=O)N3CCOCC3)cc2c1=O)OC | -1 | 3 | -2 | 0 | -3 | 6 | 7 | -4
COCc1cccc(NC(=O)CCc2ccccc2)c1 | -1 | -2 | 3 | 4 | 6 | 11 | -10 | -1
CN1CCc2c(sc(N)c2C(N)=O)C1 | 0 | 0 | -9 | -5 | -30 | -6 | 14 | -5
Cn1c(C(=O)N2CCN(Cc3ccc4c(c3)OCO4)CC2)cc2sccc21 | -4 | -8 | -5 | 9 | -15 | 22 | -7 | 1
N#CCN1CCN(CC(=O)Nc2ccc(OCc3ccccc3)cc2)CC1 | 1 | -1 | -4 | 1 | -2 | -5 | 10 | 11
Cc1c2cnn(CC(=O)NCCCN3CC(C)CC(C)C3)c(=O)c2c(C)n1Cc1ccccc1Cl (centres undefined) | -5 | 12 | -4 | 0 | 12 | -8 | 27 | 2
COC(=O)c1cccc(Nc2ncnc3ccc(C)cc23)c1 | -5 | 0 | -2 | 5 | 1 | 0 | 7 | 2
Cc1ccc(/C=N/n2c(-c3ccncc3)n[nH]c2=S)o1 | -4 | 14 | 0 | 8 | -6 | -7 | -6 | -11
CC(C)C[C@@H](NC(=O)C1CCC(CNC(=O)[C@H](Cc2ccccc2)NC(=O)OC(C)(C)C)CC1)C(=O)O (some centres undefined) | 0 | 11 | 7 | 3 | 7 | -5 | 20 | 2
COc1cccc(-c2cc(C(=O)Nc3ccccc3SC)no2)c1 | -3 | -3 | 14 | -1 | 3 | 26 | -42 | 18
O=C(O)CCN1C(=O)/C(=C\c2cccc(OCc3ccccc3)c2)SC1=S | 1 | 8 | 9 | 5 | 0 | 10 | 29 | -5
Cc1nc2ccc(NS(=O)(=O)c3ccc(F)c(C)c3)cc2[nH]1 | 5 | -11 | -4 | 14 | 10 | -5 | 62* | -3
CC[C@]1(C(=O)OC)[C@H]2C(=O)N(C)C(=O)[C@H]2[C@H]2CN=C(SCc3ccc(C#N)cc3)N21 | . | -4 | 1 | . | 15 | 0 | 1 | .
O=C(Nc1ccn(CCCN2CCN(c3ccccn3)CC2)c(=O)n1)OCc1ccccc1 | . | 2 | -3 | . | 7 | -1 | 8 | .
COc1ccc(Br)cc1CN(C)CC(=O)Nc1c(Cl)ccc(C)c1Cl | 0 | 2 | 2 | 6 | 17 | 9 | 8 | 6
COC(=O)[C@@H](NCc1cccc(CN[C@H](C(=O)OC)C(C)C)c1)C(C)C | 7 | -10 | -11 | -1 | -2 | 0 | -2 | 0
Cc1cc(-c2nnc(SCC(=O)Nc3c(C)cccc3C)n2N)n[nH]1 | -2 | -1 | 1 | 17 | -6 | -3 | -13 | 4
COc1ccccc1-c1nnc(NC(=O)C(C)Sc2nncn2C)s1 (centres undefined) | -1 | -11 | -1 | 19 | 18 | 6 | -16 | 3
CC1(C)Cc2nc(NC3CCCCC3)c(C#N)cc2CO1 | -3 | -10 | -1 | 1 | 4 | -4 | 3 | 18
CC1CN(S(=O)(=O)c2ccccc2)CC(C)O1 (centres undefined) | 1 | 4 | 3 | 3 | -10 | -8 | -4 | 3
OCC[C@@H]1C[C@H](O)[C@@H](O)[C@@]2(CCc3ccccc3CO2)O1 | -3 | -1 | 19 | -9 | 7 | 1 | -6 | -5
CCC(c1nnnn1C(C)(C)CC)N(CCCN1CCOCC1)Cc1cc2cccc(C)c2[nH]c1=O (centres undefined) | -1 | 7 | -2 | 28 | 12 | -3 | -21 | 3
O=C(COC(=O)CNS(=O)(=O)c1c(Cl)cccc1Cl)Nc1ccccc1Sc1ccccc1 | -5 | 2 | -8 | -11 | -4 | -5 | 5 | 5
O=C(NCc1ccc(F)cc1)C1CCCN1C(=O)Nc1cccc(F)c1 (centres undefined) | 0 | -2 | 4 | 13 | 7 | -8 | 8 | -2
CN1CCN(S(=O)(=O)c2ccc3[nH]cc(C(=O)O)c(=O)c3c2)CC1 | -3 | 1 | -9 | -20 | 3 | -9 | 8 | 6
O=C(OCc1ccccc1)/C(=C/c1ccc(Cl)cc1)NC(=O)c1ccccc1Cl | 5 | -2 | 4 | 11 | 16 | -11 | -18 | 2
Cc1ccc(CNC(=O)Cc2cccs2)cc1 | 1 | 0 | -7 | 9 | -8 | -7 | -18 | -12
Nc1nonc1NC(=O)CSc1ncccc1C(=O)O | 2 | 0 | -14 | 18 | -12 | -8 | -1 | 1
Cn1c(=O)c2cc(S(=O)(=O)NCCC(=O)NCC3CCCO3)ccc2n(C)c1=O (centres undefined) | -4 | -4 | -3 | -7 | 0 | -6 | 0 | 16
NC(Cc1ccc2nsnc2c1)C(=O)O (centres undefined) | -2 | 2 | -2 | 13 | 18 | -1 | 25 | -8
CCCC12CN(C(=O)c3ccc([N+](=O)[O-])cc3)CC(C)(CN(C(=O)c3ccc([N+](=O)[O-])cc3)C1)C2=O | -1 | -5 | -6 | 3 | 2 | 9 | -13 | -7
COC(=O)CCCC(=O)N1CCCC(C(=O)c2ccc(OC)cc2C)C1 (centres undefined) | -2 | 6 | 1 | 4 | 18 | -19 | 3 | -2
O=C(c1sccc1-n1cccc1)N1CCCC1 | -4 | 0 | -4 | -12 | 19 | -2 | -4 | -2
CC(=O)N1CCN(CC(=O)Nc2c(Cl)ccc(C)c2Cl)CC1 | -2 | 6 | 0 | 9 | 7 | -7 | -3 | 12
Cc1nc(NC(=O)C2CC2)sc1C(=O)NC1CCCCC1 | -2 | 3 | -3 | -6 | 2 | -9 | -5 | 4
CC(C)CCN(C)C1CCN(S(=O)(=O)c2cccc(C(F)(F)F)c2)CC1 | -3 | -14 | -14 | -1 | 17 | 0 | 0 | 2
CSc1ccccc1C(=O)Nc1ccccc1C(=O)N1CCCC1 | -2 | -5 | 2 | -9 | 0 | 3 | -14 | 2
Cc1ccccc1CSCC(=O)NNC(=S)NCC1CCCO1 (centres undefined) | 7 | 9 | 5 | 16 | 1 | -3 | -5 | -2
CCn1nc(C(=O)Nc2nc3ccccc3[nH]2)c2ccccc2c1=O | -1 | -5 | 29 | 3 | 3 | 1 | 2 | -7
Cc1ccc(OCC(=O)Nc2ccc(N(C)C)cc2)cc1 | -2 | -3 | -1 | -26 | 12 | 1 | 3 | -2
CCC1(CC)Cc2ccccc2C(CC(=O)N2CCOCC2)=N1 | -2 | 20 | 0 | 25 | 23 | 0 | 2 | 4
O=C(COC(=O)Cc1ccccc1F)NC(=O)NC1CCCC1 | 0 | 9 | -7 | -7 | 3 | 0 | 8 | 0
O=C(OCc1nnc(-c2ccccc2)o1)c1ccc(Cl)cc1 | . | 5 | 0 | . | 25 | 10 | -2 | .
O=C(COc1ccc(-c2nnco2)cc1)Nc1cc([N+](=O)[O-])ccc1F | -3 | 4 | 2 | 4 | -3 | -14 | 5 | 8
O=S(=O)(NCc1ccc2c(c1)OCO2)c1ccc(Cl)s1 | -2 | -10 | 5 | -39 | 14 | 1 | -3 | 0
CCCCn1c(N)c(N(CC(C)C)C(=O)CC2CCCC2)c(=O)[nH]c1=O | 7 | -5 | 5 | 13 | 10 | -19 | -10 | 4
NC(=O)c1c(NC(=O)c2c(F)cccc2F)sc2c1CCN(Cc1ccccc1)C2 | 2 | 4 | 6 | -20 | 16 | 1 | 3 | 4

Continued.
SMILES | APJ ag | CXCR6 block | ATG4B inhibitor | APJ antag | CCR6 antagonist | EBI2 block | Gli-Sufu block | UBC13 polyUb
O=C(Cn1cc2c(n1)CCCCC2)Nc1c(F)c(F)cc(F)c1F | -5 | 5 | 4 | 10 | 10 | 0 | 0 | 0
COc1ccc(S(=O)(=O)N2CCN(CC(=O)Nc3sccc3C(N)=O)CC2)cc1OC | -2 | -6 | 2 | -5 | 14 | 0 | -3 | 3
COc1ccc2cc(OCC(=O)NNC(=O)Nc3ccc(OC)c(OC)c3)ccc2c1 | -3 | 8 | -8 | -43 | 10 | 8 | -18 | -10
Cc1cc(C)c(S(=O)(=O)N2CCCOC2CNC(=O)C(=O)NCCC2=CCCCC2)c(C)c1 (centres undefined) | 1 | 2 | -4 | 3 | 0 | -20 | -3 | -2
NC(=O)c1c(NC(=O)c2ccccc2C(=O)O)sc2c1CCCC2 | -1 | -4 | -2 | 10 | 4 | 7 | 4 | 2
CC(Sc1n[nH]c(N)n1)C(=O)NC1CCCCC1C (centres undefined) | -1 | -1 | 18 | 4 | 7 | -2 | -1 | 4
CC1=CSC2=NC(=O)/C(=C\c3cccn3-c3ccccc3)C(=N)N12 | -2 | 9 | 20 | 8 | 18 | 0 | 7 | -28
CCn1c(C)c(Br)c(=O)c(C(=O)OC)c1-c1ccc(Cl)cc1 | -2 | 8 | 0 | -1 | 8 | -8 | 9 | -8
COc1ccc(S(=O)(=O)N2CCOCC2)cc1NC(=O)COC(=O)C1=COCCO1 | 1 | -3 | -9 | 1 | 12 | 7 | -3 | 8
CC1CC(C(=O)Nc2ccccc2)C(=O)O1 (centres undefined) | 3 | 0 | 3 | -11 | -7 | -1 | 6 | -1

Complete entries as entered above. Order of screens: APJ ag, CXCR6 block, ATG4B inhibitor, APJ antag, CCR6 antagonist, EBI2 block, Gli-Sufu block, UBC13 polyUb
Results for CCn1c(C)c(Br)c(=O)c(C(=O)OC)c1-c1ccc(Cl)cc1 : -2, 8, 0, -1, 8, -8, 9, -8
Results for COc1ccc2cc(OCC(=O)NNC(=O)Nc3ccc(OC)c(OC)c3)ccc2c1 : -3, 8, -8, -43, 10, 8, -18, -10
Results for COc1ccc(S(=O)(=O)N2CCN(CC(=O)Nc3sccc3C(N)=O)CC2)cc1OC : -2, -6, 2, -5, 14, 0, -3, 3
Results for COc1ccc(S(=O)(=O)N2CCOCC2)cc1NC(=O)COC(=O)C1=COCCO1 : 1, -3, -9, 1, 12, 7, -3, 8
Results for CC1CC(C(=O)Nc2ccccc2)C(=O)O1 (centres undefined) : 3, 0, 3, -11, -7, -1, 6, -1
